# Assay outcomes as filed in PubChem.
# EPAC1 ag – activates human EPAC1 exchange factor | O95398 | EPAC1 agonist qHTS, biochemical assay; response scale: 100% = response to 6.5 mM cAMP | Potency, µM (top dose mostly 154 µM), inactives show top-dose activation, hits mostly activators | 0.073% of 360,000 active; also: potency is read from the fitted curve at half-maximal effect; nearly all actives have a fitted effect of over 60% in size
#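 Nucleotide exchange by EPAC1 (100 nM) on Rap1B–BODIPY-GDP (250 nM) in the presence of 50 uM GDP is tracked fluorescently at 480/540 nm over 30 min. Signals are normalized to a 6.5 mM cAMP control.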
# PLK1 PBD block – PLK1 (human) polo-box domain binding inhibition. P53350. Plk1 PBD binding of FITC phosphopeptide, fluorescence polarization. Potency, µM, for the others: max response, negative = inhibition, usual class: inhibitors. 2.8% of 360,000 active; also: potency is read from the fitted curve at half-maximal effect; series mostly up to about 57 µM; % is scaled to controls: 0 for no effect and ±100 for the full control effect; nearly all actives have a fitted effect of over 65% in size
# IL-2 act – IL-2 activation | IL-2 activation reporter assay, cell-based qHTS; stimulated with anti-CD3/CD4/CD28 beads; in transgenic mouse T cells | activation, % (series mostly up to about 46 µM) | 0.065% of 360,000 active; in the data active = activation above about 50%; inconclusive = mostly about 30% to 49%; also: 0% is about no effect
#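 Readout: EGFP and DsRed signals by fluorescent plate cytometry. Unstimulated transgenic mouse T cells received compound 60 min before antibody-bead stimulation, then incubated 18 h at 37 degrees C.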
# PTHR1 ag – PTHR1 (human) receptor agonism; Q03431; HEK293 GP2 PTHR1 cells, GloSensor cAMP luminescence, 1 h; Potency, µM (highest dose often 115 µM), for the others: at the top dose activation, usual class: activators; 0.075% of 410,000 active; AID 743266; also: potency is read from the fitted curve at half-maximal effect; nearly all actives have a fitted effect of over 55% in size; some results filed as inactive show a strong effect at the top dose; inactives centre near -15; many of its hits are not listed in these tables
#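 HEK-293-derived GP2 cells expressing PTHR1 and a GloSensor cAMP reporter, 3,000/well, plated overnight, given luciferin plus IBMX (each 0.5 mM as added) for 1 h at 37 °C, then compound for 1 h at 37 °C. Luminescence was read after 15 min at room temperature.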
# HEK293 tox – cytotoxicity counter-screen for GLP-1 receptor inverse agonists; Potency, µM (top dose mostly 38.3 µM), inactives show top-dose activity change, negative = inhibition, usual class: inhibitors; HEK293 cAMP-luciferase reporter cells, luminescence, 24 h; AID 624418; 0.13% of 410,000 active;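 also: loss of luciferase light is scored as toxicity; potency is read from the fitted curve at half-maximal effect; % is scaled to controls: 0 for no effect and ±100 for the full control effect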
#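 MLSMR compounds, 24 hr on cells at 37 deg C/5% CO2; luminescence after luciferase reagent (12 min RT). Inhibition counted as the undesired cytotoxic outcome.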
# EPAC1 antagonist – EPAC1 (human) antagonism. O95398. EPAC1 GEF assay, Rap1b-BODIPY-GDP exchange fluorescence. Potency, µM (top dose mostly 115 µM), inactives show at the highest dose activity change, negative = inhibition, most hits filed as inhibitors. 0.14% of 360,000 active;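 also: potency is read from the fitted curve at half-maximal effect; plate controls were vehicle for no effect and positive control for full effect; nearly all actives have a fitted effect of over 50% in size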
# GLP-1R inv ag – GLP-1 receptor (human) inverse agonism. HEK293 GLP-1R CRE-luciferase, luminescence, 24 h; GLP-1R form is constitutively active. Potency, µM (series often up to 38.3 µM), without a hit: top-dose activity change, negative = inhibition, most hits filed as inhibitors. 1.6% of 410,000 active. AID 624417; also: potency is read from the fitted curve at half-maximal effect; % is scaled to controls: 0 for no effect and ±100 for the full control effect; nearly all actives have a fitted effect of over 55% in size
# Target sequence (P43220 whole entry, looked up): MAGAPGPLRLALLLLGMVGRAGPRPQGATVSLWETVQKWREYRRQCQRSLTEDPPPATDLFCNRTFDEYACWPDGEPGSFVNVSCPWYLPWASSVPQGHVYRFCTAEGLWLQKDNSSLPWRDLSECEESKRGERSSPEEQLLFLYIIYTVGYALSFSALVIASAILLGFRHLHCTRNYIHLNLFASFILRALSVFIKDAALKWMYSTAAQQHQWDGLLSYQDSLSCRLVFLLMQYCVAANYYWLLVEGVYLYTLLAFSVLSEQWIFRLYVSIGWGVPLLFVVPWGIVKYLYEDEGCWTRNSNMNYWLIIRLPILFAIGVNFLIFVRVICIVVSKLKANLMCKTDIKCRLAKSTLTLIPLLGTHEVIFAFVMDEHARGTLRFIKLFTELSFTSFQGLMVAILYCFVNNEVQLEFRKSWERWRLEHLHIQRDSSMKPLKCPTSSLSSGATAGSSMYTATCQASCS
#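 GLP-1R inverse agonism mode: basal reporter luminescence in engineered HEK293 cells measured after one day of compound exposure at 37 deg C, with a 12 min room-temperature detection step.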
# PI5P4K alpha inh – PI5P4K alpha (human) kinase inhibition; P48426; PI5P4Kalpha enzyme, ADP-Glo luminescence, 60 min; stronger effect = lower value; max response, %; 1.2% of 330,000 active; AID 652105; active = max response of -50% or lower; inconclusive = between -30% and -50%; inactive = -30% or higher; also: value at the top dose of about 77 µM; % is scaled to controls: 0 for no effect and ±100 for the full control effect
# Target sequence (P48426 whole entry, looked up): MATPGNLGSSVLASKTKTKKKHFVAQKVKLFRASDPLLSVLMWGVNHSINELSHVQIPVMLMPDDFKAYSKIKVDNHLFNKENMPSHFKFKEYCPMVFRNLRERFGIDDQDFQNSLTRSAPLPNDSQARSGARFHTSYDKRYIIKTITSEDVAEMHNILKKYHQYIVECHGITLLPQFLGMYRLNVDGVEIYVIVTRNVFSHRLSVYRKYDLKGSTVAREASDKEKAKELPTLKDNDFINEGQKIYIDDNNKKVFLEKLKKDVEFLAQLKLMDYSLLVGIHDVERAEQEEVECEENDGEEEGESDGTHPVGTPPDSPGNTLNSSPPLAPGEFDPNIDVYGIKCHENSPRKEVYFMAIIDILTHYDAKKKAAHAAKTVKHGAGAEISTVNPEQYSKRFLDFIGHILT
#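 Luminescence from ADP-Glo served as readout of PI5P4Kalpha activity in a qHTS format. Reaction: enzyme, substrate, compound, ATP at 5 microM final, 60 min at RT.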
# GLP-1R agonist – activates the human GLP-1 receptor | P43220 | HEK293 GLP-1R CRE-luciferase, luminescence, 4-6 h; cells express a hypersensitive GLP-1R form | Potency, µM (top dose mostly 45.6 µM), without a hit: at the highest dose activation, actives largely listed as activators | 0.007% of 380,000 active | AID 624172; also: potency is read from the fitted curve at half-maximal effect; % of control where 0% means no effect
# * marks the source's active call; other numbers are inactive results; i = inactive; u = inconclusive; x = no result given; [ ] = another dose, or the depositor's remark. Unless noted, calls follow the shape of the dose curve; as a rule, active = well fitted curve in the direction sought with a large enough effect; inconclusive = small, poorly fitted or top-dose-only effect, or another doubt; inactive = no such curve, though single readings can be large; an effect the other way counts as inactive or inconclusive. Only part of the results is shown; the hit share may differ from the screen's.
# Below each compound – GLP-1R inv ag	IL-2 act	EPAC1 ag	EPAC1 antagonist	GLP-1R agonist	HEK293 tox	PTHR1 ag	PLK1 PBD block	PI5P4K alpha inh
Cc1ccc(-n2c(C)nn(CC#N)c2=O)cc1
    2%	-0.4	7%	12%	-2%	-15%	-1%	-6%	0
Cc1ccc(/C=C2\S/C(=N/S(=O)(=O)c3cccs3)NC2=O)cc1
    u	0.7	-9%	40µM*	0%	-2%	i	19µM*	-59*
COc1ccc2cc(C(=O)C3CCCN(C(=O)c4sc(C)nc4C)C3)ccc2c1 (stereo not drawn)
    u	-0.1	8%	u	12%	1%	-29%	-18%	0
Cc1ccc(S(=O)(=O)Nc2ccncc2)c(C)c1
    19%	-2.5	11%	12%	0%	3%	-13%	-5%	0
Cc1ccc(SCC(=O)NCCCN2CCOCC2)cc1
    9%	1.0	2%	-9%	1%	-1%	-23%	-6%	1
CCN(CC)C(=O)c1cc2c(=O)n3cccc(C)c3nc2n1C
    12%	0.4	8%	-3%	8%	7%	-35%[inhibitor]	-3%	5
Cn1nnnc1SCC(=O)Nc1ccc(Oc2ccccc2)cc1
    -18%	-2.2	-3%	-19%	19%	15%	8%	-4%	-2
O=C1[C@H]2[C@@H](c3ccccc3)N[C@]3(CCCN(Cc4ccc(Cl)cc4)C3=O)[C@H]2C(=O)N1Cc1ccccc1
    u	-3.2	-9%	-3%	-3%	6%	-42%	-1%	2
Cc1cc(C)c(S(=O)(=O)N2CCN(S(=O)(=O)N3CCC(C)CC3)CC2)c(C)c1
    -2%	-1.9	10%	-13%	7%	-9%	i	-7%	0
COc1ccc(C(=O)N2N=C(c3ccc(NS(C)(=O)=O)cc3)CC2c2cccs2)cc1 (stereo not drawn)
    u	-2.8	9%	-11%	22%	-10%	i	-5%	-5
CC(=O)NCC(=O)N(c1c(C)n(C)n(-c2ccccc2)c1=O)C1(C(=O)NC2CCCC2)CCCCC1
    12%	0.9	-8%	10%	-1%	4%	i	-2%	16
Cc1ccc(N2CC(C(=O)Nc3cccc(S(=O)(=O)N4CCOCC4)c3)CC2=O)cc1 (stereo not drawn)
    -16%	-1.7	2%	5%	-4%	4%	-18%	-1%	4
CN(C(=O)COC(=O)C1CCN(S(=O)(=O)c2cccs2)CC1)C1CCS(=O)(=O)C1 (stereo not drawn)
    -3%	-1.9	-3%	4%	0%	2%	i	-4%	x
Cn1cccc1CC(=O)NNC(=S)Nc1ccc(Cl)cc1Cl
    15%	0.8	1%	-5%	-4%	10%	u	-5%	1
Nc1cc(=O)[nH]c(=O)n1CCc1ccccc1
    0%	0.0	5%	-6%	-1%	13%	-7%	-10%	-19

# Following part:
# Below each compound – GLP-1R inv ag	IL-2 act	EPAC1 ag	EPAC1 antagonist	GLP-1R agonist	HEK293 tox	PTHR1 ag	PLK1 PBD block	PI5P4K alpha inh
Cc1ccc(C(=O)OCC(=O)N2CCC(C)CC2)cc1S(=O)(=O)N1CCOCC1
    11%	-2.5	-4%	3%	-7%	-2%	-29%	-7%	-3
Cn1nc(C(C)(C)C)cc1NC(=O)Nc1ccc(F)cc1F
    -29%	0.1	-8%	-15%	8%	1%	i	u	-1
CCc1nnc(NC(=O)c2cccnc2SC)s1
    16%	-0.6	4%	-10%	-6%	2%	-38%	0%	0
CCOC(=O)c1ccccc1NC(=O)c1cc2c(=O)oc3ccc(C)cc3c2s1
    13%	x	x	x	0%	5%	-23%	x	x
CC1(C(=O)NS(=O)(=O)C2CC2)CCN(C(=O)COCc2ccccc2)C1 (stereo not drawn)
    26%	-0.2	8%	11%	-1%	4%	i	-11%	1
O=C(NC1CCCCC1)C(C1CC1)n1c(=O)c(-c2cc3ccccc3[nH]2)nc2ccccc21 (stereo not drawn)
    u	-0.3	6%	-6%	x	x	-22%	-7%	0
Cc1ccc(OCc2cc(C(=O)NC(C)Cc3cnccn3)no2)cc1C (stereo not drawn)
    -30%	3.6	-13%	7%	-2%	6%	-19%	1%	-5
COc1ccc(F)cc1C(=O)C1CCCN(C(=O)c2cccc(N(C)C)c2)C1 (stereo not drawn)
    2%	-0.6	-3%	9%	20%	-1%	-18%	-7%	21
CC(C)[C@H](NC(=O)c1ccccc1Cl)C(=O)Nc1nc(-c2ccccn2)cs1
    4%[0.307 µM]	-0.7	-1%	-3%	-7%	-1%[0.307 µM]	-9%	-4%	-12
COc1cccc(C(=O)OCC(=O)N2CCc3ccccc3C2)c1
    -44%	0.3	4%	6%	10%	-2%	i	-3%	13
CCCn1c(SCC(=O)NC2CCCCC2)nnc1-c1ccccn1
    6%	-3.7	-6%	12%	-1%	5%	-17%	0%	-11
CCC(=O)Nc1ccccc1N1CCN(c2ccc(F)cc2)CC1
    -15%	-0.9	1%	-11%	4%	9%	-18%	-2%	4
COc1cccc(OCCN2CCN(c3ncnc4c3cnn4-c3ccccc3)CC2)c1
    -27%	1.3	19%	-15%	1%	0%	12%[57.5 µM]	1%	x
Cn1nccc1C(=O)c1ccc(Cl)cc1
    2%	-2.0	4%	-12%	16%	45%[activator]	-7%	-17%	4
Cc1cccc(C(=O)N2CCN(Cc3ccc4c(c3)OCO4)CC2)c1
    u	-1.5	3%	-3%	1%	-11%	-30%	-19%	4

# (listing goes on)
# Below each compound – GLP-1R inv ag	IL-2 act	EPAC1 ag	EPAC1 antagonist	GLP-1R agonist	HEK293 tox	PTHR1 ag	PLK1 PBD block	PI5P4K alpha inh
COc1cccc(C(=O)NC2CC3CCCC(C2)N3CC(=O)Nc2ccccc2C(F)(F)F)c1 (stereo not drawn)
    2.2µM*	-0.6	2%	u	8%	-8%	-33%[inhibitor]	-8%	6
CCn1c(SCC(=O)N2CCOCC2)nnc1-c1cccs1
    4%	-3.0	4%	21%	4%	-1%	i	-14%	3
Cc1ccc(CCNC(=O)C2CC(=O)N(C3CCCCC3)C2)cc1 (stereo not drawn)
    -13%	0.4	10%	u	4%	-1%	i	-13%	0
CN(C)C(=O)c1ccc(-c2n[nH]c(=O)c3ccccc23)cc1
    -5%	-0.2	-3%	-29%	6%	4%	-5%	-23%	5
COc1ccc(CNC(=O)COC(=O)Cc2ccsc2)cc1
    17%	0.7	3%	10%	11%	2%	i	5%	-2
CCCOC(=O)/C(=C\C=C\c1ccccc1)NC(=O)c1ccccc1
    2.5µM*	-1.2	12%	-16%	22%	10%	i	-9%	4
CCOC(=O)CSc1nc(C2CC2)cc(-c2ccc(F)cc2)c1C#N
    0%	-2.6	0%	-3%	6%	1%	-10%[57.5 µM]	u	x
CCOC(=O)C1CCN(C(c2cccs2)c2sc3nc(C)nn3c2O)CC1 (stereo not drawn)
    10%	-1.9	9%	2%	-2%	-13%	-19%	0%	-1
O=C(NCC(=O)N1CC(O)CC1C(=O)N1CCCC1C(=O)OCc1ccccc1)OCc1ccccc1 (stereo not drawn)
    -8%	-0.3	9%	-12%	-3%	5%	-3%	-17%	1
CCC(C(=O)OC)n1cnc2scc(-c3ccc(C)c(C)c3)c2c1=O (stereo not drawn)
    u	-0.8	4%	-10%	10%	-17%	-36%	-8%	9
CCCCNC(=O)Nc1ccnn1C1CCCCC1
    -17%	1.6	-3%	1%	-10%	3%	-7%[57.5 µM]	-6%	-6
Cc1ccc2c(c1)N(CC(=O)NCCCc1ccccc1)C(=O)c1cccnc1O2
    -6%	-0.8	-2%	u	0%	-33%	i	-1%	-7
CCn1cc([N+](=O)[O-])c(C(=O)N2CCCC2)n1
    0%	1.2	-6%	3%	-10%	-9%	i	0%	x
CCCc1cc2c(cc1NC(=O)Cc1ccccc1)OCO2
    u	-0.8	7%	-10%	15%	3%	i	-13%	-2
COc1ccc(/C=C/C(=O)OCC(=O)Nc2ccc(C)cc2)cc1S(=O)(=O)N1CCOCC1
    13%	-3.0	2%	2%	-3%	0%	-14%	-6%	-3

# (continued)
# Below each compound – GLP-1R inv ag	IL-2 act	EPAC1 ag	EPAC1 antagonist	GLP-1R agonist	HEK293 tox	PTHR1 ag	PLK1 PBD block	PI5P4K alpha inh
CC(=O)OCc1nc2sc3c(c2c(=O)[nH]1)CCCC3
    43%[activator]	-0.1	6%	17%	-4%	6%	-9%[57.5 µM]	-17%	0
CN(C)c1ccc(C2NC(=O)c3ccccc3N2)cc1 (stereo not drawn)
    u	-1.0	-7%	-13%	0%	-2%	-21%	3%	1
COc1ccccc1OCC(=O)Nc1c2c(nn1-c1ccc(C)cc1)CS(=O)(=O)C2
    43%[activator]	-0.1	4%	-5%	-4%	0%	-49%[inhibitor]	-10%	10
C[C@H]1COC(=O)CC/C=C\C[C@H](CC(=O)N(CCO)Cc2ccccc2)C(=O)N1
    15%	0.7	8%	2%	6%	-2%	i	-3%	-4
Cc1ccc(NC(=O)NC2CCCCCCC2)cc1C
    -25%	0.3	4%	u	1%	4%	u	-15%	7
CCN(CC)c1ccc(/C=N/N=C(N)N)c(O)c1
    u	-1.2	11%	18%	12%	30%	-12%	7%	-10
Cc1ccc(-n2cnn(-c3ccc([N+](=O)[O-])cc3[N+](=O)[O-])c2=O)cc1
    9%	0.0	-2%	16%	8%	-10%	-15%	0%	2
CN1CCN(c2ccc([N+](=O)[O-])cc2C(=O)c2ccc(Br)cc2)CC1
    u	-2.5	-4%	0%	-6%	u	-5%[57.5 µM]	-1%	0
CC(C)C(O)(C#CCN1CCCCC1)C(C)C
    6%	-1.9	-14%	-11%	6%	-7%	-18%	-3%	-1
